Screens: PubChem BioAssay, The Scripps Research Institute Molecular Screening Center
FBW7 act: FBW7 E3 ligase activators, primary screen, biochemical, AlphaScreen, human. F-box/WD repeat-containing protein 7 (Homo sapiens), Q969H0. AlphaScreen FBW7–phospho-cyclin E peptide binding, activator screen. normalized activity (activation), % at 26.1 µM. 650,000 compounds, 0.13% hits; in the data active means normalized activity above about 1.9%;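 further: purified mutant Fbw7 with reduced substrate affinity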
Target sequence (Q969H0 whole entry, looked up): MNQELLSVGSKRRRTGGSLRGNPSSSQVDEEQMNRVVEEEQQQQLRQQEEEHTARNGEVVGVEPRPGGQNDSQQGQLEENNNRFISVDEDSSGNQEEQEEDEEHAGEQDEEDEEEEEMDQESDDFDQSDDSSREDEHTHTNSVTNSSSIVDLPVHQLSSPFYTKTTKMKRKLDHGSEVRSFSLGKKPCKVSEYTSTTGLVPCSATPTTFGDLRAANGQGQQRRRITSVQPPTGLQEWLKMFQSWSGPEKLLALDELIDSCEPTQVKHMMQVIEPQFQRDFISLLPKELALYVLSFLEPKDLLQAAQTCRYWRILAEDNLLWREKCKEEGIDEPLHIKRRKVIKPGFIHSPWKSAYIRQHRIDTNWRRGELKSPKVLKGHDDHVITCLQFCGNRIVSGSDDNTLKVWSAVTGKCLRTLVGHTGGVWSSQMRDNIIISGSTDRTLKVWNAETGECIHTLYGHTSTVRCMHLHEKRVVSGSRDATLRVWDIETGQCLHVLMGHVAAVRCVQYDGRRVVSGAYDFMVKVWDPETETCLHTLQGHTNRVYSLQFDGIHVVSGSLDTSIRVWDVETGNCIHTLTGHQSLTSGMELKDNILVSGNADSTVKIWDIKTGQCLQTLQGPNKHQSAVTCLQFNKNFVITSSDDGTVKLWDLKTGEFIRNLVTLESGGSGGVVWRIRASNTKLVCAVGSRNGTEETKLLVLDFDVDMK
GPR151 activ: activators of human GPR151, primary screen, cell-based, PathHunter beta-arrestin, luminescence | PathHunter beta-arrestin GPR151 cells | activation, % at 11.2 µM | 650,000 compounds, 1% hits | AID 1508602, 2020; in the data active means activation above about 4.9%;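 further: 0% = median of compound wells and 100% = cells with positive control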
Target sequence (Q8TDV0 whole entry, looked up): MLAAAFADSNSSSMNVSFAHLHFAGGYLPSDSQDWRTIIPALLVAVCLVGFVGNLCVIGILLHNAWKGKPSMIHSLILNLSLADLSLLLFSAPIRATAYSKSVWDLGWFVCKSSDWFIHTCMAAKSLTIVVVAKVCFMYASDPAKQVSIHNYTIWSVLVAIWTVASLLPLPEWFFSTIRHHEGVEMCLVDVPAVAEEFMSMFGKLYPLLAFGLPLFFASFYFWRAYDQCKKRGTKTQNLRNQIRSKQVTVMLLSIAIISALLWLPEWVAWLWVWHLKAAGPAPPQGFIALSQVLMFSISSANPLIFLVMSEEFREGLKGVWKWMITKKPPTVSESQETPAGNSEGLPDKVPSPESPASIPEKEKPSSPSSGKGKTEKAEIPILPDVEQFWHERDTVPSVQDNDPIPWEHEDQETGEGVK
MITF primary: MITF inhibitors, primary screen, biochemical, AlphaScreen, human; Microphthalmia-associated transcription factor (Homo sapiens), O75030; AlphaScreen MITF homodimerization, bead proximity signal; inhibition, % at 2.6 µM; 650,000 compounds, 0.91% hits; AID 1259374, 2018; in the data active means inhibition above about 50%;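 further: 0% = vehicle wells with protein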
TEAD-YAP block: TEAD-YAP interaction inhibition, primary screen, TEAD-YAP interaction inhibitor project, luminescence, HEK-TIYL cells. TEAD-Gal4/YAP UAS-luciferase luminescence. inhibition, % at 9.12 µM. 640,000 compounds, 1.4% hits. AID 1259422, 2018; in the data active means inhibition above about 32%;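 further: 0% = median of test compound wells and 100% = reference inhibitor wells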
Active calls of the source: *.

For COc1ccc(/C=C2/S/C(=N/Nc3ccccc3)NC2=O)cc1 the results were FBW7 act -0.1, GPR151 activ 1.9, MITF primary 6 and TEAD-YAP block -15.
For COc1ccc([N+](=O)[O-])cc1NC(=O)CNC(=O)Cn1cnc2ccccc2c1=O the results were FBW7 act 0.0, GPR151 activ -0.2, MITF primary -1 and TEAD-YAP block 3.
For CCOCCCNC(=O)C1CCCN1C(=O)Nc1ccccc1Cl (stereo unspecified) the results were FBW7 act 0.6, GPR151 activ -1.5, MITF primary -7 and TEAD-YAP block -6.
Screening CCOc1ccc(NC(=O)CC2S/C(=N\N=C\c3ccccc3OC)NC2=O)cc1 (stereo unspecified) returned FBW7 act -0.1, GPR151 activ -0.8, MITF primary -23 and TEAD-YAP block 6.
Screening CCCCOc1ccc(OCC(=O)N/N=C/c2cccc(OC)c2)cc1 returned FBW7 act -0.1, GPR151 activ 5.7*, MITF primary -5 and TEAD-YAP block 1.
For Cc1nnc(NC(=O)COc2ccccc2C#N)s1 the results were FBW7 act 0.1, GPR151 activ -0.6, MITF primary 9 and TEAD-YAP block -4.
`COc1ccc(-n2c(=O)c3ccccc3n(Cc3cccc([N+](=O)[O-])c3)c2=O)c(OC)c1` gave FBW7 act 0.1, GPR151 activ -0.2, MITF primary 0 and TEAD-YAP block -7.
`COC(c1cccs1)c1c(C)[nH]c2ccccc12` (stereo unspecified) gave FBW7 act 0.2, GPR151 activ 0.5, MITF primary 12 and TEAD-YAP block -3.
Cc1ccc(-c2csc(NC(=O)c3ccccc3C(=O)O)n2)cc1 was read as FBW7 act 0.1, GPR151 activ 0.1, MITF primary 7 and TEAD-YAP block -6.
For Cc1cc(C(C)(C)C)oc1C(=O)N1CCC(C(=O)c2nccs2)CC1 the results were FBW7 act 0.2, GPR151 activ -1.7, MITF primary 9 and TEAD-YAP block 4.
COCC(=O)NC(CC(C)C)c1nnc2n1CCN(C/C=C/c1ccc(OC)cc1)CC2 (stereo unspecified) was read as FBW7 act 0.1, GPR151 activ -0.9, MITF primary 8 and TEAD-YAP block -9.
COCCN1C(=O)c2ccccc2C(C(=O)Nc2ccc(OC)cc2OC)C1c1ccc(F)cc1 (stereo unspecified) was read as FBW7 act -0.8, GPR151 activ 0.4, MITF primary -7 and TEAD-YAP block -9.
`CCc1ccc(C2=NC(c3ccc(Br)cc3)NC(c3cc(Br)ccc3O)C2)cc1` (stereo unspecified) gave FBW7 act -0.1, GPR151 activ 3.1, MITF primary 4 and TEAD-YAP block 19.
Screening CC(C)NC(=O)N1CCC(n2nccc2NC(=O)Nc2cccc(F)c2)CC1 returned FBW7 act 0.2, GPR151 activ -1.6, MITF primary 2 and TEAD-YAP block 7.
`O=C(C1CC(Cc2ccc3c(c2)OCO3)=NO1)N1CCCC(c2ccccc2)CC1` (stereo unspecified) gave FBW7 act 0.1, GPR151 activ 0.5, MITF primary -8 and TEAD-YAP block -40.
For O=C(Nc1nc(-c2ccccc2O)cs1)c1ncoc1-c1cccs1 the results were FBW7 act -0.5, GPR151 activ 2.1, MITF primary -1 and TEAD-YAP block -2.
`CCc1nc2sccn2c(=O)c1C(=O)N(C)CC1OCCO1` gave FBW7 act 0.0, GPR151 activ 0.3, MITF primary 19 and TEAD-YAP block 8.
Screening COCCCNC(=O)C1CCN(S(=O)(=O)c2ccc(Br)cc2)CC1 returned FBW7 act 0.2, GPR151 activ -0.7, MITF primary 2 and TEAD-YAP block 10.
Screening COc1ccc2nc(NC(=O)CN3CCCCCC3)sc2c1 returned FBW7 act -0.2, GPR151 activ 0.5, MITF primary 10 and TEAD-YAP block 13.
`CC1CCN(C(=O)c2cc(-c3ccc(F)cc3)no2)CC1` gave FBW7 act 0.5, GPR151 activ -0.5, MITF primary 7 and TEAD-YAP block -50.

Two entries picked at random from those above:
COCC(=O)NC(CC(C)C)c1nnc2n1CCN(C/C=C/c1ccc(OC)cc1)CC2 (stereo unspecified) was read as FBW7 act 0.1, GPR151 activ -0.9, MITF primary 8 and TEAD-YAP block -9.
`COc1ccc(-n2c(=O)c3ccccc3n(Cc3cccc([N+](=O)[O-])c3)c2=O)c(OC)c1` gave FBW7 act 0.1, GPR151 activ -0.2, MITF primary 0 and TEAD-YAP block -7.

The listing picks up, starting seven compounds before the break.
Screening CC(C)NC(=O)N1CCC(n2nccc2NC(=O)Nc2cccc(F)c2)CC1 returned FBW7 act 0.2, GPR151 activ -1.6, MITF primary 2 and TEAD-YAP block 7.
`O=C(C1CC(Cc2ccc3c(c2)OCO3)=NO1)N1CCCC(c2ccccc2)CC1` (stereo unspecified) gave FBW7 act 0.1, GPR151 activ 0.5, MITF primary -8 and TEAD-YAP block -40.
For O=C(Nc1nc(-c2ccccc2O)cs1)c1ncoc1-c1cccs1 the results were FBW7 act -0.5, GPR151 activ 2.1, MITF primary -1 and TEAD-YAP block -2.
`CCc1nc2sccn2c(=O)c1C(=O)N(C)CC1OCCO1` gave FBW7 act 0.0, GPR151 activ 0.3, MITF primary 19 and TEAD-YAP block 8.
Screening COCCCNC(=O)C1CCN(S(=O)(=O)c2ccc(Br)cc2)CC1 returned FBW7 act 0.2, GPR151 activ -0.7, MITF primary 2 and TEAD-YAP block 10.
Screening COc1ccc2nc(NC(=O)CN3CCCCCC3)sc2c1 returned FBW7 act -0.2, GPR151 activ 0.5, MITF primary 10 and TEAD-YAP block 13.
`CC1CCN(C(=O)c2cc(-c3ccc(F)cc3)no2)CC1` gave FBW7 act 0.5, GPR151 activ -0.5, MITF primary 7 and TEAD-YAP block -50.
Screening O=C(CCl)Nc1ncc(Cc2ccc(Br)cc2)s1 returned FBW7 act 0.1, GPR151 activ -0.4, MITF primary 10 and TEAD-YAP block 18.
CC1CN(C(=O)COC(=O)/C=C/c2ccco2)CC(C)O1 (stereo unspecified) was read as FBW7 act 0.0, GPR151 activ -1.1, MITF primary 16 and TEAD-YAP block 10.
COc1ccc(-c2noc(N3CCC(C(=O)NCCN(C)C4CCCCC4)CC3)n2)cc1 was read as FBW7 act 0.1, GPR151 activ 0.1, MITF primary -20 and TEAD-YAP block -4.
COc1ccc(/C=C2\C(=O)N(c3ccccc3)N=C2C)cc1O was read as FBW7 act 0.0, GPR151 activ -0.1, MITF primary 0 and TEAD-YAP block -6.
`CN1CCN(CCNC(=O)c2ccnc(-n3ncc4cc(Nc5ccccc5C#N)ccc43)c2)CC1` gave FBW7 act 0.2, GPR151 activ -0.7, MITF primary 9 and TEAD-YAP block 4.
For CSc1nc(N2CCOCC2)c2cnn(CCNC(=O)CCC3CCCC3)c2n1 the results were FBW7 act -0.1, GPR151 activ -0.1, MITF primary 0 and TEAD-YAP block 3.
COc1cccc(/C=C2/N=C(c3ccc(NC(C)=O)cc3)OC2=O)c1 was read as FBW7 act -0.1, GPR151 activ 0.4, MITF primary 7 and TEAD-YAP block 14.
N#C/C(=C\Nc1ccc(C(N)=O)cc1)c1nc(-c2cccc3ccccc23)cs1 was read as FBW7 act 0.2, GPR151 activ 0.9, MITF primary 2 and TEAD-YAP block -2.
For O=C(Cc1csc(SCc2ccc(Cl)cc2)n1)Nc1ccccc1 the results were FBW7 act -0.1, GPR151 activ 1.0, MITF primary -1 and TEAD-YAP block 1.
For O=C(CSc1ccccc1)N1CCN(c2ccccn2)CC1 the results were FBW7 act -0.1, GPR151 activ 3.7, MITF primary 2 and TEAD-YAP block -18.
CCOC(=O)c1ccc2nc(C)cc(Nc3ccc(O)cc3)c2c1 was read as FBW7 act 0.1, GPR151 activ -0.4, MITF primary 12 and TEAD-YAP block -6.
Screening O=C(CSc1nc2ccccc2o1)OCC(=O)c1ccc(F)cc1 returned FBW7 act -0.2, GPR151 activ 0.4, MITF primary 1 and TEAD-YAP block 2.
`CCN1c2ncccc2C(=O)NC12CCN(C(=O)c1ccc(Cn3cccn3)o1)CC2` gave FBW7 act 0.1, GPR151 activ -0.6, MITF primary -1 and TEAD-YAP block -2.
Screening Cc1cc(C)n2cc(CSc3nnnn3-c3ccccc3)nc2n1 returned FBW7 act 0.0, GPR151 activ -0.4, MITF primary -17 and TEAD-YAP block 6.
COc1ccc(C)cc1NC(=O)c1cc2c(C)nn(-c3ccccc3)c2s1 was read as FBW7 act 0.1, GPR151 activ 1.4, MITF primary 13 and TEAD-YAP block -3.
For O=C(CNC(=S)N(Cc1ccc(F)cc1)C1CCCCC1)NCC1CCCO1 (stereo unspecified) the results were FBW7 act 0.3, GPR151 activ 1.0, MITF primary 1 and TEAD-YAP block 9.
`Cc1cccc(N(C(=O)Oc2ccccc2)S(=O)(=O)c2ccc3c(c2)oc(=O)n3C(=O)Oc2ccccc2)c1` gave FBW7 act 0.0, GPR151 activ 0.6, MITF primary -1 and TEAD-YAP block 5.
Screening Cc1ccc2c(c1)CC(c1nc3ccc(-c4ccncc4)cc3[nH]1)CO2 (stereo unspecified) returned FBW7 act -0.2, GPR151 activ -0.7, MITF primary -13 and TEAD-YAP block -1.
Screening COc1ccc(-c2ccc(C(=O)NCc3ccc(F)cc3)c(N(C)C(C)=O)n2)cc1 returned FBW7 act 0.1, GPR151 activ 2.3, MITF primary 8 and TEAD-YAP block -8.
N#Cc1ccc(/C=N/NC(=O)c2ccccc2F)cc1 was read as FBW7 act -0.1, GPR151 activ -0.5, MITF primary 6 and TEAD-YAP block -52.

Gathered by group, those above containing a nitro group on carbon.
For COc1ccc([N+](=O)[O-])cc1NC(=O)CNC(=O)Cn1cnc2ccccc2c1=O the results were FBW7 act 0.0, GPR151 activ -0.2, MITF primary -1 and TEAD-YAP block 3.
`COc1ccc(-n2c(=O)c3ccccc3n(Cc3cccc([N+](=O)[O-])c3)c2=O)c(OC)c1` gave FBW7 act 0.1, GPR151 activ -0.2, MITF primary 0 and TEAD-YAP block -7.

The listing continues:
O=C(c1cccs1)c1ccccc1[N+](=O)[O-] was read as FBW7 act -0.1, GPR151 activ -1.6, MITF primary -2 and TEAD-YAP block -15.
Screening O=C1[C@@H]2C[C@@H](O)CN2C(=O)[C@H]2CN(Cc3cnn(-c4cccc(F)c4)c3)CCN12 returned FBW7 act -0.1, GPR151 activ 0.1, MITF primary -4 and TEAD-YAP block 10.
For COc1cc(C(C)=O)ccc1OCC(O)CN(Cc1ccco1)Cc1ccccc1O (stereo unspecified) the results were FBW7 act 0.1, GPR151 activ -2.2, MITF primary 18 and TEAD-YAP block -8.
`Cc1ccc2nc3c(cc(C#N)c(=O)n3-c3ccccc3C)c(=O)n2c1` gave FBW7 act -0.1, GPR151 activ 1.4, MITF primary 3 and TEAD-YAP block -2.
`COc1ccc(OC)c(S(=O)(=O)c2cc(OC)ccc2OC)c1` gave FBW7 act 0.2, GPR151 activ 0.1, MITF primary 5 and TEAD-YAP block -1.
`O=c1onc(-c2cccs2)n1Cc1ccccc1F` gave FBW7 act -0.1, GPR151 activ -0.3, MITF primary -9 and TEAD-YAP block 7.
`Cc1ccnc(Nc2ccc(N3CCN(C(=O)c4ccc(F)cc4)CC3)nn2)c1` gave FBW7 act -0.8, GPR151 activ -0.1, MITF primary -4 and TEAD-YAP block -2.
Screening COc1cccc(NC(=O)N(Cc2c[nH]c3ccccc23)C(C)C)c1 returned FBW7 act -0.1, GPR151 activ -0.2, MITF primary -3 and TEAD-YAP block -4.
[O-][n+]1onc2c3c4c(n(OCc5ccccc5)c3ccc21)CCCC4 was read as FBW7 act -0.1, GPR151 activ 0.9, MITF primary -3 and TEAD-YAP block 1.
Screening Cc1cccc(N2C(=O)CC(Nc3ccc(F)cc3)C2=O)c1 (stereo unspecified) returned FBW7 act 0.0, GPR151 activ 0.3, MITF primary 10 and TEAD-YAP block 9.
Screening O=C(Nc1ccccc1)Nc1nnc(-c2ccc([N+](=O)[O-])cc2)s1 returned FBW7 act 0.1, GPR151 activ -1.5, MITF primary 22 and TEAD-YAP block 10.
Screening Cc1ccc2oc3c(c(=O)c2c1)C(c1cccc(Br)c1)N(c1ccccn1)C3=O (stereo unspecified) returned FBW7 act -0.1, GPR151 activ -0.5, MITF primary -15 and TEAD-YAP block -3.
For Cc1nn2c(NCCN3CCOCC3)c3c(nc2c1-c1cccs1)CCC3 the results were FBW7 act -0.1, GPR151 activ -0.8, MITF primary 1 and TEAD-YAP block 1.
Screening C=CCOc1c(Br)cc(Br)cc1/C=C(\C#N)C(N)=O returned FBW7 act 0.4, GPR151 activ -0.4, MITF primary 15 and TEAD-YAP block 9.
For CCCN1CCC(N(C(=O)c2ccc(N)cc2)C2CC2)CC1 the results were FBW7 act 0.2, GPR151 activ -0.9, MITF primary 9 and TEAD-YAP block 10.
`COc1ccccc1CNC(=O)C1=C(C)C(=O)OC12CCC(C)CC2` (stereo unspecified) gave FBW7 act 0.9, GPR151 activ 0.0, MITF primary 11 and TEAD-YAP block 3.
Cc1cc(Sc2ncnc(N)c2[N+](=O)[O-])nc(C)n1 was read as FBW7 act 0.0, GPR151 activ 2.6, MITF primary 1 and TEAD-YAP block 1.
COc1ccc(NC(=O)CCCn2c3ccccc3c(=O)c3cc(C)ccc32)cc1Cl was read as FBW7 act 0.0, GPR151 activ 0.4, MITF primary 3 and TEAD-YAP block 13.
Screening O=S1(=O)CC/C(=N/NS(=O)(=O)c2ccc(Br)cc2)c2ccccc21 returned FBW7 act -0.3, GPR151 activ 1.4, MITF primary 2 and TEAD-YAP block 0.
Screening O=C(CN1C(=O)C2C3C=CC(C3)C2C1=O)NCc1ccco1 (stereo unspecified) returned FBW7 act 0.0, GPR151 activ -0.1, MITF primary 3 and TEAD-YAP block -1.

This is a random part of the collection, and some 3.4% of all compounds hit somewhere here.
